Assay outcomes as filed in PubChem BioAssay.
EP2 modulator = EP2 receptor (human) modulation | P43116 | EP2-expressing cells, cAMP HTRF FRET, PGE2 co-stimulation | induction, % at 25 µM | hit rate 0.83% among 260,000 | AID 940;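 active = compounds whose cAMP rise, as percent of the full-agonist control response, exceeds 60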;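 note: rat C6 glioma line stably carrying human EP2 under a CMV promoter; the protocol text gives 20 µM as final concentration; 100% = response of wells given 1 µM PGE2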
Target sequence (P43116 whole entry, looked up): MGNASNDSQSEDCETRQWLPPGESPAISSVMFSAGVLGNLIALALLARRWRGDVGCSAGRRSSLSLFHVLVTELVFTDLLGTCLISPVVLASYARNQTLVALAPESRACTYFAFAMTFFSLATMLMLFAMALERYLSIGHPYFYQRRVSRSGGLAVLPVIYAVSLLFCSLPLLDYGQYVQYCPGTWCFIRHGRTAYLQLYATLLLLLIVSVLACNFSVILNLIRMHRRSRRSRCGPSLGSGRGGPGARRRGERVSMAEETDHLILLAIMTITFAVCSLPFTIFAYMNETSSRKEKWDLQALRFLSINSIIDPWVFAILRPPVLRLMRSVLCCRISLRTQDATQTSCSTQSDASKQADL
m-calpain inh = blocks pig calpain II enzyme activity. purified calpain II, fluorogenic peptide substrate, 30 min. inhibition, % at 16 µM. hit rate 0.37% among 220,000. AID 1236;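 active = inhibition above about 50%, limit read from the data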
Hck-Nef inh = inhibitors of human Hck kinase activated by Nef; P08631; Recombinant Hck-YEEI plus Nef, Z-Lyte FRET kinase assay; inhibition, % at 20 µM; hit rate 0.68% among 220,000;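 active = Hck-Nef kinase inhibition above about 50%, limit read from the data; inactive = inhibition below that limit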;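 note: 0% = DMSO with Hck plus Nef and 100% = Hck alone without Nef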
Target sequence (P08631 whole entry, looked up): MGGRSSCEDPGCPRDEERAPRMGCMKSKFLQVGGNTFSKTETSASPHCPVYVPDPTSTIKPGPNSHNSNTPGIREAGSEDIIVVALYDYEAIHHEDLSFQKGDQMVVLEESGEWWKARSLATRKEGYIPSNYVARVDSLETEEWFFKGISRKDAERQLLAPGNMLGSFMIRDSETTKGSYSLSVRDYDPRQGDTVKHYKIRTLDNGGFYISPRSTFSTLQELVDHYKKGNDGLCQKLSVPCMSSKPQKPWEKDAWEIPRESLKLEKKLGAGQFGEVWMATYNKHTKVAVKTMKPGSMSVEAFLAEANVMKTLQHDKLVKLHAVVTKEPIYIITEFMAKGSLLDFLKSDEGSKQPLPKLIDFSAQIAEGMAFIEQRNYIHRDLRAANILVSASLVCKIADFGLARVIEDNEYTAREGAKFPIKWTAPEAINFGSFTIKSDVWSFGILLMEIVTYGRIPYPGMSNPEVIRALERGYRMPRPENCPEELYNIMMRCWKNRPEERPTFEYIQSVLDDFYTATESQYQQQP
eIF4E-4G inh = inhibitors of eIF4E and eIF4G interaction in translation initiation. TR-FRET eIF4E-eIF4GI(517-606) binding, 2 h. AID 782. P63073+Q04637. hit rate 0.37% among 220,000. inhibition, % at 21.7 µM;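 active = inhibition above about 30%, limit read from the data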;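 note: 0% = full FRET control wells and 100% = background wells lacking eIF4GI fragment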
PGE2 EP2 inh = EP2 receptor (human) inhibition; C6 glioma cells expressing human EP2, cAMP TR-FRET; cells stimulated with saturating PGE2; inhibition, % at 25 µM; hit rate 0.52% among 260,000;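 active = percent inhibition above 40 after rounding to a whole number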;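 note: rat C6 glioma host cells with rolipram phosphodiesterase inhibitor present; the protocol text gives 20 µM as final concentration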
TbHK1 inh = T. brucei hexokinase 1 inhibition; AID 1430; inhibition, % at 10 µM; hit rate 0.11% among 220,000; recombinant TbHK1, G6PDH-coupled NADH A340;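 active = inhibition of 50% or more in the single-dose primary screen; inactive = inhibition below 50%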
Rad51 HR inh = blocks human Rad51 in homologous recombination; Q06609; hRad51 DNA strand exchange, fluorescence dequenching; inhibition, % at 10 µM; hit rate 0.085% among 200,000;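 active = inhibition above 40% at the single screening dose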;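 note: 0% = DMSO control wells and 100% = blanks with heterologous ssDNA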
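Read-out basis: percent inhibition relative to plate controls and blanks / Assay system: human Rad51 nucleoprotein filaments preassembled on unlabelled ssDNA / Timing: filaments 15 min 37 °C, then compound 30 min / Control set: per-plate controls and blanks / Technique: fluorescence dequenching at 485/520 nm / Compound: 10 µM final, single point / Also added: Fluorescein- and BHQ1-tagged 47-mer duplex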
14-3-3 Bad PPI = disrupts binding of bovine 14-3-3 zeta to phospho-Bad peptide. TR-FRET 14-3-3zeta/Dy647-pBad peptide displacement, 1 h. hit rate 0.71% among 220,000. AID 781. inhibition, % at 21.7 µM. P63103;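 active = inhibition above about 70%, limit read from the data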;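 note: 0% = full 14-3-3 plus peptide FRET controls and 100% = background without 14-3-3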
zVAD death inh = L929 zVAD cell death inhibition. L929 zVAD necroptosis rescue, ATP luminescence, 24 h; with zVAD 60 µM. viability rescue, % at 10 µM. hit rate 0.38% among 220,000. AID 1377;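 active = activation, scaled between plate controls, above about 75%, limit read from the data; inactive = activation under that limit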;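 note: 0% = zVAD with DMSO and 100% = DMSO alone without zVAD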
Numbers without * were called inactive; i = inactive; · = not tested or not shown; & = joins results of further samples; [ ] = dose if it differs, or a comment. Some of the compounds tested, so the mix of outcomes need not match the whole.

SMILES | EP2 modulator | m-calpain inh | Hck-Nef inh | eIF4E-4G inh | PGE2 EP2 inh | TbHK1 inh | Rad51 HR inh | 14-3-3 Bad PPI | zVAD death inh
CS(=O)(=O)N(CC(=O)N1CCOCC1)Cc1ccc(Cl)cc1 | -5 | -19 | -1 | -3 | 8 | 2 | 0 | -14 | 0.1
COC(=O)c1ccc(NC(=O)c2cnc3scc(C)n3c2=O)cc1 | 8 | -24 | 25 | 10 | 4 | -22 | · | 3 | 0.0
c1ccc2c(c1)Cn1nc(Cc3nc4c(s3)CCCC4)nc1-2 | -39 | 0 | 1 | 3 | 13 | -4 | 4 | 7 | -0.1
Cc1ccc(N(CC(=O)N=Nc2c(O)[nH]c3ccccc23)S(C)(=O)=O)c(C)c1 | 16 | -56 | 10 | 0 | 11 | -13 | · | -8 | 0.8
O=C(CC(c1ccccc1)c1ccccc1)Nc1ccc(Cl)cn1 | 42 | -35 | -11 | 6 | 4 | 8 | -5 | 6 | 1.0
Cc1ccc(S(=O)(=O)N(C(=O)c2ccncc2)c2ccc(OC(=O)c3ccncc3)cc2)c(C)c1 | -3 | -5 | 2 | 7[fluorescence artefact?] | 7 | 35 | 1 | -23 | 2.1
c1ccc2[nH]c3cc4ncnc4cc3nc2c1 | -19 | -22 | 12 | 4[fluorescence artefact?] | 18 | -19 | -133 | -3 | 2.6
Cc1ccc(-c2nnn(CC(=O)N(Cc3ccccc3F)C(C(=O)NC3CCCC3)c3ccncc3)n2)o1 (stereo not drawn) | 27 | 4 | 9 | 1 | 8 | 0 | -8 | -6[fluorescence artefact?] | 0.6
O=C(c1ccc(-c2ccccc2)cc1)C1CCCN(C(=O)c2ccncc2)C1 (stereo not drawn) | -87 | -13 | 25 | 4 | 17 | -5 | 3 | -3 | -2.3
CCc1cc(C(=O)N2CCCC(C(=O)c3cccc(OC(C)C)c3)C2)n(C)n1 (stereo not drawn) | 13 | -28 | 18 | 1 | 9 | 1 | -1 | -11 | 0.6
O=S(=O)(c1cccs1)n1cnc2ccccc21 | -2 | -7 | 2 | 11 | 11 | 3 | 0 | -12 | 2.5
Cc1ccc(NC(=O)NC(=O)CSc2nnnn2C)c(C)c1 | -2 | -1 | 4 | -9[fluorescence artefact?] | -4 | -1 | 4 | 4[fluorescence artefact?] | 1.2
CC(C)c1nnc(NC(=O)CCC(=O)NC2CCCCC2)s1 | -23 | 6 | 11 | 3 | 15 | -6 | 19 | -19 | 0.3
COc1cccc(C2=CC(c3ccccc3)n3nnnc3N2)c1 (stereo not drawn) | -3 | 63* | 2 | -5 | · | 1 | · | -10 | 0.1
O=C(NCc1ccccc1)C1=C[C@@H](C2CC2)C[C@@H](OCCCCO)O1 | -4 | 18 | 7 | 1 | · | -5 | · | 4 | 0.4
COC(=O)CC1C(=O)NCCN1C(=O)CSc1nc2ccccc2c(=O)n1CC(C)C (stereo not drawn) | 16 | -21 | 22 | 2 | 7 | -5 | 0 | -20 | -1.4
O=C(NCCc1ccccn1)C(F)(F)C(F)(F)C(F)(F)C(F)(F)C(F)(F)C(F)F | 5 | -13 | 5 | 18 | 4 | 5 | 15 | 5[fluorescence artefact?] | 0.7
CC(C)OP(=O)(c1ccc(N(C)C)cc1)C(O)c1c(Cl)cccc1Cl (stereo not drawn) | 20 | -26 | 0 | 1 | 9 | -2 | -7 | 10 | -0.1
CC1CCCCN1CC(=O)NC(=O)NCc1ccccc1 (stereo not drawn) | -13 | 0 | 2 | 0 | 8 | 32 | 1 | -24 | 0.7
COc1ccc(CCNC(=O)CN2C(=O)NC(C)(c3ccc([N+](=O)[O-])cc3)C2=O)cc1 (stereo not drawn) | -12 | -8 | 18 | -1 | 5 | 4 | 13 | -10 | 0.4
O=C(O)c1cc(Cl)c2c(c1)OCO2 | 18 | -20 | 14 | -5 | -2 | -5 | -65 | 15 | 0.6
CC(=O)c1c(C)nn(CC(O)Cn2c3c(c4cc(C)ccc42)CCCC3=O)c1C (stereo not drawn) | 6 | i | 1 | 1 | 13 | 21 | 0 | -6[fluorescence artefact?] | -0.1
Nc1ccccc1C(=O)NCCN1CCNC1=O | 8 | -96 | 20 | 6 | 21 | -10 | 4 | 1 | 0.5
O=C(CN(c1ccccc1)S(=O)(=O)c1ccccc1)Nc1ccccc1C(=O)NCc1ccco1 | 3 | 12 | 3 | 10 | 6 | 2 | -2 | -4[fluorescence artefact?] | -0.1
COc1ccc(N2CCN(c3nc(Nc4ccc(F)cc4)nc(OC)n3)CC2)cc1 | -26 | 13 | 0 | -4 | 7 | -19 | 18 | -8 | 0.2
Cc1ccc(OCC(O)CN2CCN(CC(O)COc3ccc(C)cc3)CC2)cc1 (stereo not drawn) | -11 | -29 | 2 | 2 | 7 | 6 | -35 | -6[fluorescence artefact?] | 0.6
Cc1ccc(NC2=C(Cl)C(=O)OC2OC(=O)c2ccccc2)c(C)c1 (stereo not drawn) | 51 | -8 | 12 | 0 | 6 | 11 | 10 | -5 | 0.2
COc1ccc(C2(O)CCN(C(=O)Cc3cccnc3)CC2)cc1 | 17&-4 | 1 | -7 | 1 | 10&8 | 2 | -3 | 1 | 1.2
CC1CN(C(=S)SCC(=O)c2ccccc2)CC(C)O1 (stereo not drawn) | -20 | -4 | 0 | -5 | 8 | 6 | -3 | 6 | 0.2
CC1=CC(C)(C)Nc2ccc(OC(=O)C(Cc3ccccc3)N3C(=O)C4CCCCC4C3=O)cc21 (stereo not drawn) | 24 | -116 | -1 | 7 | 10 | -14 | -5 | -10 | 43
NS(=O)(=O)c1ccc(CCNC(=O)c2ccc(Cl)cc2[N+](=O)[O-])cc1 | 15 | 4 | -1 | 0 | 10 | 0 | -4 | 2 | 1.1
Cc1cc(C)c2c(N=NN3CCCCC3)[nH]nc2n1 | -3 | 26 | 5 | -7 | 5 | -8 | -1 | -9 | 1.3
Cc1ccc(C(=O)C(C)N2C(=O)NC(C)(c3ccccc3)C2=O)cc1 (stereo not drawn) | 21 | 15 | 19 | 2 | 6 | 2 | 0 | 9 | 4.2
Nc1nc(NCCOCCO)nc(NCC2CCCO2)c1[N+](=O)[O-] (stereo not drawn) | 6 | -9 | 18 | -2 | 10 | -65 | -3 | 1 | 0.1
N#Cc1cc(C(=O)c2ccccc2O)cn(-c2ccc(Cl)cc2)c1=O | -56 | 12 | -4 | 1 | 4 | -13 | -48 | 2 | 2.4
CCCc1nc2c(=O)n(C)c(=O)[nH]c2n1C | -5&9 | -11 | 1 | 4 | 6 | 0 | · | 2 | -0.3
O=C(CCn1c(=O)[nH]c2ccccc2c1=O)Nc1ccccc1 | 1 | 15 | 2 | 4 | 7 | 4 | -1 | 27 | 0.2
COc1ccccc1NC(=O)N1CCN(c2cccc(C(F)(F)F)c2)CC1 | 7 | 31 | 1 | -3 | 18 | -3 | 1 | -13 | 0.2
Cc1nc(SCC(=O)N2CCCc3ccccc32)c2oc3ccccc3c2n1 | -5 | 32 | 1 | 6 | 24 | -7 | 3 | 14 | -1.1
COc1ccc(CCNC(=O)C(=O)NCc2ccc(C(C)C)cc2)cc1OC | 20 | -23 | 5 | 4 | 9 | -7 | -3 | -2 | 0.3
COc1ccc(CNc2ncnc3c2[nH]c2ccccc23)cc1 | -36 | -17 | 12 | -1 | 60* | -21 | 8 | -13 | 0.6
O=C(Nc1cc(Cl)cc(Cl)c1)c1ccc(Cn2c(=O)[nH]c3ccsc3c2=O)cc1 | 16 | -19 | -3 | 6 | 9 | 6 | -3 | 13 | ·
Cc1onc(-c2c(F)cccc2Cl)c1C(=O)Nc1ccccc1N1CCOCC1 | 7 | -21 | 3 | -4 | 3 | -10 | 6 | 1 | 0.0
Cc1ccc(/C=C/C(=O)O)cc1S(=O)(=O)N1CCC(Cc2ccccc2)CC1 | 3 | 10 | 27 | 8 | 8 | -3 | · | 1 | 0.1
CCOC(=O)c1c(C)[nH]c(C(=O)COC(=O)COc2ccccc2C)c1C | 24 | 14 | 5 | 19 | 7 | 4 | 4 | -4[fluorescence artefact?] | 0.9
CC(c1ccccc1)c1nnc(N)s1 (stereo not drawn) | -10 | 3 | 19 | -2 | 9 | -4 | -2 | -10 | 1.2
COC(=O)CCC(=O)OC1(C)C(=O)C=C2C=C(C3CC3)N(c3ccccc3)C=C2C1=O (stereo not drawn) | -14 | -33 | 29 | -1 | 12 | -47 | 3 | -3 | 0.5
Cc1ccc(C(=O)N/C(=C/c2ccc(Cl)cc2)C(=O)NCC2CCCO2)cc1 (stereo not drawn) | 29 | 6 | 1 | 5 | 10 | 38 | · | 1[fluorescence artefact?] | 1.4
COCCn1c(COc2cccc(OC)c2)nnc1SCC(=O)N1CCOCC1 | 20 | 19 | 6 | 1 | 7 | 5 | -7 | 7 | 0.7
CC(=O)N(CCN(C(C)=O)c1ccccc1)c1ccccc1 | 8 | 1 | -1 | -3 | 7 | -2 | 0 | 9 | 0.1
Clc1ccccc1-c1nnc2sc(-c3ccc(Br)o3)nn12 | 33 | -13 | 0 | -2[fluorescence artefact?] | 14 | -6 | 3 | 0[fluorescence artefact?] | -0.2
COc1ccc(/C=C/C(=O)Oc2cc(C)[nH]c(=O)c2[N+](=O)[O-])cc1OC | -12 | -12 | 28 | 0 | 13 | -8 | -1 | -5 | 1.6
c1csc(-c2nc(-c3ccc(-c4ccon4)s3)no2)c1 | 2 | -15 | 10 | 0 | 12 | -29 | -4 | -4 | -0.4
O=C(CN(Cc1ccccc1F)C(=O)Cn1nnc(-c2cccs2)n1)NCC1CCCO1 (stereo not drawn) | 4 | 7 | 1 | 9 | 6 | -3 | 5 | 4 | 0.0
O=C(O)c1cccc(Cn2c(Cl)c(/C=N/NC(=O)c3cccc(O)c3)sc2=O)c1 | 8 | 2 | 14 | -1 | 2 | -3 | -7 | 6 | -1.1
COCn1c(COc2ccc3ccccc3c2)nc2ccccc21 | 22 | -2 | -12 | 5[fluorescence artefact?] | 13 | 4 | 4 | -2 | 0.0
Cc1cccc(-c2nc(CS(=O)CC(=O)NC3CCCC3)c(C)o2)c1 (stereo not drawn) | 5 | -47 | -1 | 1 | 14 | 2 | -3 | -2 | 1.0
CCCCNC(=O)COC(=O)c1cc(C)oc1C | 16 | -21 | -14 | -2 | 13 | 1 | 3 | -15 | 1.0
O=c1cc(-c2ccccc2)nc(N2CCCCC2)[nH]1 | 9 | -14 | 3 | 5 | 10 | -10 | -6 | -8 | 0.5

Four successive entries from above:
SMILES | EP2 modulator | m-calpain inh | Hck-Nef inh | eIF4E-4G inh | PGE2 EP2 inh | TbHK1 inh | Rad51 HR inh | 14-3-3 Bad PPI | zVAD death inh
COCn1c(COc2ccc3ccccc3c2)nc2ccccc21 | 22 | -2 | -12 | 5[fluorescence artefact?] | 13 | 4 | 4 | -2 | 0.0
Cc1cccc(-c2nc(CS(=O)CC(=O)NC3CCCC3)c(C)o2)c1 (stereo not drawn) | 5 | -47 | -1 | 1 | 14 | 2 | -3 | -2 | 1.0
CCCCNC(=O)COC(=O)c1cc(C)oc1C | 16 | -21 | -14 | -2 | 13 | 1 | 3 | -15 | 1.0
O=c1cc(-c2ccccc2)nc(N2CCCCC2)[nH]1 | 9 | -14 | 3 | 5 | 10 | -10 | -6 | -8 | 0.5
